STAT3 act: STAT3 signaling activation; U3A cells, IL-6 STAT3-luciferase reporter, luminescence; 100% = signal with IL-6 EC80 alone; activation (% of control), % at 5.6 µM; actives 0.91% (n = 190,000); AID 871;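 active = activation above the screen-wide mean of compound activation plus 3 SD, cut at about 130% in these data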;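 also: 0% = background luminescence of wells with medium and substrate only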
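Test system: STAT3-luciferase reporter U3A cells; Detection: reporter luminescence signal; Times: 1 h compound pre-exposure, 6 h IL-6 stimulation, 37 °C; Benchmarks: IL-6-only high control; Also added: IL-6 stimulus at 33 ng/mL final.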
STAT1 blocker: reduces IFN-gamma driven STAT1 reporter signal | NIH 3T3 STAT1-luciferase reporter, luminescence | inhibition, % at 5.5 µM | AID 920 | actives 0.35% (n = 200,000);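 active = inhibition above a set limit, the mean inhibition across all tested compounds plus 3 SD, cut at about 34% in these data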;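 also: 0% = IFN-gamma with DMSO and 100% = IFN-gamma with 300 µM nifuroxazide; values of inactives mirror those of a sister screen read the other way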
ROMK mod: human ROMK K+ channel modulation, primary screen. actives 2% (n = 130,000). P48048. Tet-inducible ROMK, thallium flux fluorescence; actives lie on both sides. B-score at 10 µM. AID 1918;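 active = signal ratio slope over the read window, or its plate-corrected B-score, at least 3 SD from the plate mean, either direction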;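 also: B-score of the F/F0 ratio slope over 7 to 12 s after thallium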
Target sequence (P48048 whole entry, looked up): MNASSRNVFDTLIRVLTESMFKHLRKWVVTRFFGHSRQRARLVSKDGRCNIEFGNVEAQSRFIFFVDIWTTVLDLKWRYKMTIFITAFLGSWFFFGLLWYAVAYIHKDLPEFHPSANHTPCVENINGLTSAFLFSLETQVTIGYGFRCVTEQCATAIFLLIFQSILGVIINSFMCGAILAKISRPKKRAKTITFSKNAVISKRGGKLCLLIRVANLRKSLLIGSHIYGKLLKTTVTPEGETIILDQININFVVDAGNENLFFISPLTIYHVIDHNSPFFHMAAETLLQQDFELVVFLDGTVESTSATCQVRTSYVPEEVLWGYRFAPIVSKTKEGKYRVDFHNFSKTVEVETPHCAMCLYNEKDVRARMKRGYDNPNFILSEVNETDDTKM
FLuc inhib CS: Photinus pyralis luciferase inhibition counter-screen; ATPLite firefly luciferase biochemical luminescence, 10 min; inhibition, % at 10 µM; actives 1.5% (n = 200,000); AID 1006;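 active = inhibition above about 50% when tested at 10 µM, limit read from the data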
Target sequence (P08659 whole entry, looked up): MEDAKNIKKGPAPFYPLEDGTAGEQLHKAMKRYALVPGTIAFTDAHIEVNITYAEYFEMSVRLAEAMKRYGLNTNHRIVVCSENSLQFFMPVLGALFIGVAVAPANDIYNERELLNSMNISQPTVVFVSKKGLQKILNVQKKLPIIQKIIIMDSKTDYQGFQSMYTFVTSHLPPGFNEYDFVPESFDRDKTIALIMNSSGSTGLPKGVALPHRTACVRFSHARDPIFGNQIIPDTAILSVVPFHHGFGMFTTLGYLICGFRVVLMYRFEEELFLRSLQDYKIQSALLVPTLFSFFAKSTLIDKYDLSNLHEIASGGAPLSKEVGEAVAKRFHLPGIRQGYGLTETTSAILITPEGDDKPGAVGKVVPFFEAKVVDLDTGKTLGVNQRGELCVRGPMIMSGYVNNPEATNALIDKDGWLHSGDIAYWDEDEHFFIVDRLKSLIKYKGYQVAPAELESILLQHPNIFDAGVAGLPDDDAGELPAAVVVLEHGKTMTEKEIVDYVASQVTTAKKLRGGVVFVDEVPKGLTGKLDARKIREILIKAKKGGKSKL
STAT3 blocker: STAT3 signaling inhibition. AID 862. U3A cells, IL-6 STAT3-luciferase reporter, luminescence; host cell line lacks STAT1. inhibition, % at 5.5 µM. actives 0.89% (n = 190,000);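 active = inhibition above the mean inhibition across all screened compounds plus 3 SD, cut at about 44% in these data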;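 also: 0% = DMSO only wells and 100% = 100 µM nifuroxazide control wells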
APP 5'UTR act: activates APP 5'UTR luciferase reporter | SH-SY5Y APP 5'UTR luciferase reporter, luminescence; zero percent = DMSO vehicle wells | activation, % at 2 µM | actives 1% (n = 190,000) | AID 1276;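 active = activation above a set limit, based on mean plus 3 SD of controls, cut at about 140% in these data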; also: values of inactives mirror those of a sister screen read the other way
NF-kB neuron act: compounds increasing NF-kB expression in human neuronal cells | NF-kB reporter expression; hits give high values | fold change at 12.5 µM | actives 1.6% (n = 190,000) | AID 1239; in the data active = fold change above about 3.3
FLuc stim CS: firefly luciferase counter-screen for stimulation assays; P08659; ATPlite luciferase biochemical, luminescence, 10 min; 0 = ATP-free wells, 1 = DMSO control; activation factor at 10 µM; 200,000 tested, under 10 active;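 active = luciferase activation factor, scaled between plate controls, of at least 2 with compound at 10 µM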
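Material: Luciferase/luciferin reagent mix | Doses: Test compounds dosed from 2 mM stocks in 100% DMSO | Timing: 10 min incubation after luciferase reagent addition, room temperature | Measured by: Luminescence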
APP transl inh: APP translation inhibition; actives 0.82% (n = 190,000); SH-SY5Y APP 5'UTR-luciferase reporter, luminescence; AID 1285; inhibition, % at 2 µM;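 active = inhibition above a set limit, derived from the sample mean plus 3 SD, cut at about 45% in these data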; also: values of inactives mirror those of a sister screen read the other way
STAT1 act: STAT1 signaling activation. NIH 3T3 STAT1-luciferase reporter, IFN-gamma, luminescence; 100% = IFN-gamma alone, no compound. activation (% of control), % at 5.5 µM. actives 2.6% (n = 200,000). AID 932;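 active = activation above the screen-wide mean activation plus 3 SD, cut at about 130% in these data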;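 also: raw ratio to IFN-gamma control signal so 100% means no change and 0% no light; values of inactives mirror those of a sister screen read the other way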
Starred values were filed as active, the others as inactive; . = no result given.

SMILES	STAT3 act	STAT1 blocker	ROMK mod	FLuc inhib CS	STAT3 blocker	APP 5'UTR act	NF-kB neuron act	FLuc stim CS	APP transl inh	STAT1 act
CCOc1ccccc1OCCOCCOc1c(Cl)cccc1Cl	105	-4	.	-5	-7	-11	1	1	11	103
CC(C)CN(C)Cc1c(C(=O)N2CCc3ccccc3C2)nc2ccc(Cl)cn12	108	15	0.54	-10	4	9	5.1*	1.1	-9	85
Cn1cnnc1SCC(=O)N1CCN(C(=O)c2ccco2)CC1	97	-4	1.2	-1	11	-5	1.2	1	5	103
CCN(CC)CCN(C(=O)c1ccc([N+](=O)[O-])cc1)c1nc2c(OC)cccc2s1	101	8	-1.6	2	7	18	1.1	1	-18	92
CCC1C(=O)CC(c2ccc([N+](=O)[O-])cc2)NC1c1ccc([N+](=O)[O-])cc1 (configuration not stated)	105	-4	-0.59	-5	2	-3	1	1	3	102
CC(=O)NCCc1ccc(S(=O)(=O)N(C)C2CCS(=O)(=O)C2)cc1 (configuration not stated)	106	0	.	0	-6	-11	0.91	1	11	100
COCCN=C1Sc2nc3ccc(C)cc3cc2CN1Cc1ccco1	91	-3	-0.29	6	9	.	1.6	0.9	.	102
O=C(COc1ccc(/C=N/NC(=O)c2ccc(O)cc2)cc1)Nc1cccc([N+](=O)[O-])c1	105	-4	0.4	-5	-4	4	1.2	1.1	-4	102
COc1ccc(N=Cc2c(O)[nH]c3ccccc23)cc1	82	-128	.	52*	25	181*	4.9*	0.5	-181	216*
C/C(=N\NC(=O)c1nn(C)cc1Br)c1cccc(NC(=O)c2ccncc2)c1	100	-47	0.29	20	0	33	1.1	0.8	-33	141*
Cc1ccc(S(=O)(=O)/N=C(\CN2CCOCC2)N2CCCC2)cc1	93	1	0.24	-8	12	-7	0.82	1.1	7	99
CC(C)C(=O)N1CCN(c2ccc(NC(=O)COc3ccccc3[N+](=O)[O-])cc2)CC1	78	28	-0.33	-9	33	1	1.1	1.1	-1	73
CCCn1c(N2CCN(C)CC2)nc2c1c(=O)[nH]c(=O)n2C	103	6	.	-3	0	3	1.3	1	-3	93
Cc1cc(C=C2C(=O)c3ccccc3C2=O)c(C)n1-c1ccc(Cl)cc1	104	0	.	19	3	6	1.2	0.8	-6	100
COc1cc(CNCCO)cc(Br)c1OCc1ccccc1	92	6	-0.58	-10	11	2	0.96	1.1	-2	93
O=C(CCc1nc2ccccc2s1)c1ccccc1	90	-10	0.3	-2	12	.	1.1	1	.	109
COc1cccc2cc(C(=O)c3ccccc3)oc12	86	-43	-0.77	42	25	119	2.5	0.6	-119	137*
Cc1ccc(-c2noc(-c3ccccc3Br)n2)cc1	123	-37	.	67*	-17	195*	5.9*	0.3	-195	133*
CCOc1ccccc1OCCCC(=O)NC1CCCc2ccccc21 (configuration not stated)	104	2	.	-3	-5	-1	0.84	1	1	99
CCC(C)C(NC(=O)C1CCC(C)CC1)C(=O)NC(C(=O)OC)C(C)C (configuration not stated)	104	0	.	-9	1	3	1.4	1.1	-3	100
O=C(O)CC12CC3CC(C1)CC(n1ncc(NCc4ccc(F)cc4Cl)c(Cl)c1=O)(C3)C2	101	-13	-0.021	-2	6	-5	1	1	6	111
Cc1cc(C(=O)Nc2ccc(C(=O)O)cc2)c(-c2ccccc2)o1	102	1	0.71	-5	0	8	0.91	1	-8	99
O=S(=O)(c1ccc(OCC(O)CN2CCN(c3ccccc3)CC2)cc1)N1CCOCC1 (configuration not stated)	96	10	0.41	-7	7	12	1.1	1.1	-12	90
O=C1C2C3C=CC(C3)C2C(=O)N1/N=C/c1cc(Br)cc([N+](=O)[O-])c1O (configuration not stated)	116	-7	.	1	-7	11	1.1	1	-11	103
COc1cccc(C(=O)Nc2cccnc2)c1OC	102	0	1.3	-1	3	-2	0.82	1	2	97
Cc1ccc(NC(=O)CSCC#N)cc1Cl	94	-4	.	-5	10	-3	1.1	1	3	103
Cc1c(/C=N/NC(=O)C2(O)c3ccccc3-c3ccccc32)cnn1C	101	-1	.	0	2	0	0.94	1	0	101
O=C(NCCc1ccccc1)C1CCN(C2CCN(Cc3ccc(CO)o3)CC2)CC1	108	2	.	-1	-6	4	0.94	1	-4	97
COc1ccc(C(=O)Nc2ccc(NC(=O)C(C)C)nc2)cc1	98	-3	0.11	-1	8	-1	1.2	1	1	103
O=C(CSc1nc2ccccc2c(=O)n1NC(=O)Cc1ccccc1)NCCc1ccccc1	88	11	.	-6	25	17	0.91	1.1	-17	90
CC(=O)c1ccc(N=C2SCCCN2C(=O)C2CCCCC2)cc1	96	10	-1.3	-9	7	-6	1.8	1.1	6	89
O=c1cc[nH]c2cccc(Cc3ccccc3)c12	97	-3	-0.55	-3	8	22	1	1	-22	103
CCOc1ccc(-c2nn(-c3ccccc3)cc2/C=C(\C#N)S(=O)(=O)c2ccccc2)cc1C	100	4	.	-8	0	-11	1.1	1.1	11	97
CCc1nnc(NC(=O)c2cccc(S(=O)(=O)N3CC(c4ccccc4)CC3=O)c2)s1 (configuration not stated)	105	2	.	-9	-2	-10	0.86	1.1	10	98
COc1ccc(NC2CC(=O)N(C)C2=O)cc1 (configuration not stated)	107	-11	0.75	3	-4	0	1.2	1	0	108
N#C/C(C(=O)c1ccccc1)=C1/SC=C(N)N1c1ccccc1	111	-4	-0.41	-17	-12	31	1.4	1.2	-31	102
Cc1nc(NC(=O)CSc2nnc(-c3ccc4c(c3)OCO4)o2)c(Cl)cc1Cl	100	-7	-0.17	2	4	0	1.3	1	0	106
CCN=C1NN=C(c2cc(C)n(Cc3ccco3)c2C)CS1	34	45*	0.38	91*	82*	20	0.29	0.1	-20	60
CCn1cc(Br)c(C(=O)NN)n1	105	-7	1.1	4	-6	77	2	1	-77	107
COc1ccc(CCNc2oc(-c3ccco3)nc2C#N)cc1	85	-8	.	-4	22	-1	1.2	1	2	107

Only APP transl inh, for some of the entries so far:
| Compound | APP transl inh |
| --- | --- |
| CCc1nnc(NC(=O)c2cccc(S(=O)(=O)N3CC(c4ccccc4)CC3=O)c2)s1 (configuration not stated) | 10 |
| COc1ccc(NC2CC(=O)N(C)C2=O)cc1 (configuration not stated) | 0 |

More results
SMILES	STAT3 act	STAT1 blocker	ROMK mod	FLuc inhib CS	STAT3 blocker	APP 5'UTR act	NF-kB neuron act	FLuc stim CS	APP transl inh	STAT1 act
O=C(Nc1ncccn1)c1cc([N+](=O)[O-])cc([N+](=O)[O-])c1	100	4	-0.64	-6	-2	-29	1.2	1.1	29	97
CS(=O)c1ccccc1COC(=O)Nc1ccccc1 (configuration not stated)	95	2	-0.58	2	8	-3	1.4	1	3	98
CCOC(=O)C1=C(C)N(CCCC(=O)O)C(=O)NC1c1ccc(OC)cc1 (configuration not stated)	92	12	-0.068	3	6	-1	0.95	1	1	89
Cc1ccc(N(C(=O)Cn2nnc(-c3ccccc3)n2)C(C(=O)NC2CCCCC2)c2ccccn2)cc1C (configuration not stated)	103	1	-0.5	-2	-6	-1	1	1	1	101
CCSc1nnc2c(n1)[nH]c1c(C)cccc12	95	-43	.	9	10	31	1.6	0.9	-31	139*
CCOc1ccc(NC(=S)N2CCC(N(C)CC3CCCO3)CC2)cc1 (configuration not stated)	102	-4	0.19	2	-5	-1	0.95	1	1	104
O=C(CN1CCC(n2nnc3cc(F)ccc32)CC1)N1CCCc2ccccc21	97	6	.	-4	7	-13	0.91	1	13	94
CCOc1ccc(NC(=O)c2ccc(F)c(S(=O)(=O)N3CCN(c4ccccn4)CC3)c2)cc1	80	25	-0.59	-4	24	7	0.91	1	-7	77
O=C(CCN1CCc2ccccc2CC1)c1ccc2c(c1)OCCO2	99	12	-1.1	-6	8	-5	1.1	1.1	5	89
CCCNCc1cc(OCC)c(OCC(N)=O)cc1Br	104	-12	.	-8	0	0	0.98	1.1	0	111
NC(=S)NNc1cccc2cccnc12	113	-13	0.47	-2	-11	12	0.68	1	-12	110
COc1ccc(OCC(=O)NNC(=O)c2ccccn2)cc1	104	5	.	-3	7	-12	0.8	1	12	95
Cc1ccnn2cc3c(=O)n(C)c(=O)n(C)c3c12	94	6	.	-2	17	-7	1	1	7	95
COc1ccc(N(CC(=O)Nc2cccc(C(F)(F)F)c2)S(C)(=O)=O)cc1	101	-7	-1.3	-7	2	-4	1.2	1.1	4	106
CC(C)CN=Cc1c(O)c([N+](=O)[O-])cc2oc3c(c12)CCCC3	101	6	.	-2	-2	7	1	1	-6	95
CCOC(=O)N1CCC(n2c(SCC(=O)N3CCCC3)nc3ccccc3c2=O)CC1	81	3	.	-8	32	6	1	1.1	-6	97
Cc1ccccc1NC(=O)c1ccc(-n2cncn2)nc1	101	0	.	-1	4	4	1.1	1	-4	100
O=C(Nc1ccncc1)c1cc2ccccc2o1	90	-22	.	12	15	28	1.8	0.9	-28	120
COc1cccc(Nc2nnc(SCn3nnc4ccccc4c3=O)s2)c1	96	5	.	-3	10	3	1.2	1	-3	95

Molecules above that contain an aryl methoxy group:
SMILES	STAT3 act	STAT1 blocker	ROMK mod	FLuc inhib CS	STAT3 blocker	APP 5'UTR act	NF-kB neuron act	FLuc stim CS	APP transl inh	STAT1 act
CCN(CC)CCN(C(=O)c1ccc([N+](=O)[O-])cc1)c1nc2c(OC)cccc2s1	101	8	-1.6	2	7	18	1.1	1	-18	92
COc1ccc(N=Cc2c(O)[nH]c3ccccc23)cc1	82	-128	.	52*	25	181*	4.9*	0.5	-181	216*
COc1cc(CNCCO)cc(Br)c1OCc1ccccc1	92	6	-0.58	-10	11	2	0.96	1.1	-2	93
COc1cccc2cc(C(=O)c3ccccc3)oc12	86	-43	-0.77	42	25	119	2.5	0.6	-119	137*
COc1cccc(C(=O)Nc2cccnc2)c1OC	102	0	1.3	-1	3	-2	0.82	1	2	97
COc1ccc(C(=O)Nc2ccc(NC(=O)C(C)C)nc2)cc1	98	-3	0.11	-1	8	-1	1.2	1	1	103
COc1ccc(NC2CC(=O)N(C)C2=O)cc1 (configuration not stated)	107	-11	0.75	3	-4	0	1.2	1	0	108
COc1ccc(CCNc2oc(-c3ccco3)nc2C#N)cc1	85	-8	.	-4	22	-1	1.2	1	2	107
CCOC(=O)C1=C(C)N(CCCC(=O)O)C(=O)NC1c1ccc(OC)cc1 (configuration not stated)	92	12	-0.068	3	6	-1	0.95	1	1	89
COc1ccc(OCC(=O)NNC(=O)c2ccccn2)cc1	104	5	.	-3	7	-12	0.8	1	12	95
COc1ccc(N(CC(=O)Nc2cccc(C(F)(F)F)c2)S(C)(=O)=O)cc1	101	-7	-1.3	-7	2	-4	1.2	1.1	4	106
COc1cccc(Nc2nnc(SCn3nnc4ccccc4c3=O)s2)c1	96	5	.	-3	10	3	1.2	1	-3	95
